NR2E3 ag-1 – NR2E3 agonists in two-hybrid cells, primary screen, cell-based, luminescence, CHO-S, Gal4-NCOR/VP16-NR2E3; luciferase; inhibition of corepressor binding, % at 3.98 µM; actives 0.35% (n = 360,000); AID 602229, 2012;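 active means inhibition above the mean of all tested compounds plus 3 SD, cut at about 70% in these data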;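 further: 0% = DMSO with NR2E3 transfected cells and 100% = cells lacking NR2E3 construct; higher means lower luciferase signal from less NR2E3 corepressor binding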
Target sequence (Q9Y5X4 whole entry, looked up, the tested form may be a part): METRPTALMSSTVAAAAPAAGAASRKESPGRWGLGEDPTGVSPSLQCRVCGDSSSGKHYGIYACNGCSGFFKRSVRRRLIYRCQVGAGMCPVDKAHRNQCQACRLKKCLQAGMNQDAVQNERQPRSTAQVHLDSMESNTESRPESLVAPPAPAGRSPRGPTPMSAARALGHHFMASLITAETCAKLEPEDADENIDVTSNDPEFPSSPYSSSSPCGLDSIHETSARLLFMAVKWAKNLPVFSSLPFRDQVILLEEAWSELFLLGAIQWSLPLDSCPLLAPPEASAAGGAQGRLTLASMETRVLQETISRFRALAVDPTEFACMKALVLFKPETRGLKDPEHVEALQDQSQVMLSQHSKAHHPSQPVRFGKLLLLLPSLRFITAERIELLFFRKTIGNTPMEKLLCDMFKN
HIF-2a inh – HIF-2a reporter inhibitors, primary screen, luminescence, 786-0 RCC cells; AID 624352, 2012; 786-0 RCC cells HIF-2a reporter, luciferase luminescence, overnight; actives 0.72% (n = 360,000); inhibition, % at 18.8 µM;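 active means inhibition of the luminescence signal of 40% or more relative to plate controls, in a single-dose primary screen at 18.75 µM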
TWEAK-Fn14 inh – inhibitors of TWEAK-Fn14 signaling, primary screen, luciferase reporter cells, uHTS; TWEAK-stimulated Fn14 reporter cells, luciferase luminescence, 8 h; inhibition, % at 10 µM; actives 2% (n = 360,000); AID 1159606, 2016; in the data active means inhibition above about 50%
CF NFkB block – inhibitors of PAF-induced NF-kB signaling, primary screen, cell-based, GFP fluorescence, uHTS; KKLEB NF-kB-GFP reporter, GFP fluorescence overnight; inhibition, % at 5 µM; actives 0.86% (n = 360,000); AID 588850, 2011;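 active means at least 50% inhibition at 5 µM, scaled per plate between neutral and stimulator controls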;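 further: PAF is a Pseudomonas aeruginosa culture filtrate used as stimulus; plate controls were PAF-stimulated DMSO wells for no effect and unstimulated DMSO wells for full effect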
Shn3 inh set2 – reduction of Shn3 3'UTR firefly luciferase signal, primary screen, Schnurri-3 inhibitor project, cell-based, Clone20 osteoblasts, set 2 | inhibition, % at 12.5 µM | AID 588674, 2011 | Clone20 osteoblast Shn3 3'UTR firefly luciferase, 24 h | actives 0.52% (n = 360,000);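 active means mean inhibition of at least 75% with every replicate also reaching 75%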;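 further: 0% = median of neutral control wells and 100% = pilot-screen positive control compound; some compounds past the cut are filed as inactive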
Peg3 promoter – Peg3 promoter-driven luciferase inhibitors, primary screen, cell-based, HeLa, luciferase luminescence; HeLa PEG-Prom luciferase reporter, overnight; inhibition, % at 20 µM; actives 1.7% (n = 360,000);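 active means inhibition of at least 50% at 20 µM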
KKLEB cytotox – cytotoxicity in KKLEB CF airway cells, primary screen, cytotoxicity control for CF NF-kB inhibitor project, cell-based, uHTS, fluorescence assay plates. AID 602141, 2011. actives 0.36% (n = 360,000). KKLEB CF airway cells viability, ATPlite luminescence, overnight; hits give low values; cells stimulated with P. aeruginosa culture filtrate. activity change (cytotoxicity), % at 5 µM;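 active means corrected activity change at or below -50% at 5 µM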
MITF TRPM1 inh – inhibitors of MITF-dependent TRPM1 promoter reporter, primary screen, cell-based, SK-MEL-5, single point, luciferase | AID 488899, 2010 | actives 0.83% (n = 330,000) | inhibition, % at 12.5 µM | SK-MEL-5 TRPM1 promoter luciferase, 24 h;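 active means mean inhibition across replicates of 60% or more, whatever share of single replicates reaches that level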; further: values of inactives mirror those of a sister screen read the other way
hiPSC survival – enhancers of single-cell hiPSC survival, primary screen, ATPlite luminescence | actives 0.044% (n = 360,000) | 100% = ROCK inhibitor wells, 0% = DMSO | AID 602274, 2012 | survival enhancement, % at 20 µM; in the data active means survival enhancement above about 18%;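 further: cells exposed to compounds for 16 hours before the ATP read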
NR2E3 ag-2 – inhibitors of NR2E3-RetCOR corepressor binding, primary screen, NR2E3 agonist project, biochemical, TR-FRET, GST-NR2E3, biotin-RetCOR; Photoreceptor-specific nuclear receptor (Homo sapiens), Q9Y5X4; 1536-well; inhibition of corepressor binding, % at 4.78 µM; actives 0.12% (n = 320,000); AID 2300, 2010;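 active means percent inhibition above the cutoff of mean plus 3 SD of all tested compounds, set per screening campaign, cut at about 20% in these data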;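 further: 0% = DMSO wells and 100% = biotin wells as full block of FRET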
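System: GST-tagged NR2E3 plus biotinylated RetCOR corepressor; Buffer or medium: pH 7.5 Tris-based buffer; Probe or stimulus: RetCOR corepressor, biotinylated, 7 nM; Doses: compound at 4.8 µM, single dose; Schedule: 5 h incubation at 4 °C; Technique: time-resolved FRET; Evaluation: percent inhibition of TR-FRET ratio; Replication: one well per compound, singlicate testing.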
aDG glyco up – activators of alpha-DG glycosylation, primary screen, uHTS, Pro5-aDG cells, AlphaScreen. alpha-DG glycosylation AlphaScreen (IIH6); 0% Pro5, 100% B10-LARGE cell signal. activation, % at 10 µM. actives 0.22% (n = 360,000). AID 624168, 2012;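 active means activation of at least 8% versus controls, or a plate z-score of at least 8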;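 further: Pro5 are CHO cells carrying HIG-tagged alpha-DG that lacks glycosylation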
Active calls of the source: *; / = no result given.

Start of the data: the first 4 records as a preview:
SMILES	NR2E3 ag-1	HIF-2a inh	TWEAK-Fn14 inh	CF NFkB block	Shn3 inh set2	Peg3 promoter	KKLEB cytotox	MITF TRPM1 inh	hiPSC survival	NR2E3 ag-2	aDG glyco up
CCOc1ccccc1OCC(=O)NN=C1CCCC(=O)C1	-25	16	-6	0	-1	0	14	0	-2.3	/	2.4
O=C1CS/C(=N/N=C2C3CC4CC(C3)CC2C4)N1	-62	15	-1	-3	-19	11	12	-2	1.9	-1	-0.1
CCC(O)(Cc1ccccn1)Cc1ccccn1	1	-10	0	-7	4	-7	3	-1	-1.1	/	0.0
CCOC(=O)C1(Cc2ccccc2)CCN(Cc2cn[nH]c2-c2ccccc2)CC1	18	10	3	-2	53	12	4	5	-1.6	-1	4.0

The list itself (from the top)
SMILES	NR2E3 ag-1	HIF-2a inh	TWEAK-Fn14 inh	CF NFkB block	Shn3 inh set2	Peg3 promoter	KKLEB cytotox	MITF TRPM1 inh	hiPSC survival	NR2E3 ag-2	aDG glyco up
CCOc1ccccc1OCC(=O)NN=C1CCCC(=O)C1	-25	16	-6	0	-1	0	14	0	-2.3	/	2.4
O=C1CS/C(=N/N=C2C3CC4CC(C3)CC2C4)N1	-62	15	-1	-3	-19	11	12	-2	1.9	-1	-0.1
CCC(O)(Cc1ccccn1)Cc1ccccn1	1	-10	0	-7	4	-7	3	-1	-1.1	/	0.0
CCOC(=O)C1(Cc2ccccc2)CCN(Cc2cn[nH]c2-c2ccccc2)CC1	18	10	3	-2	53	12	4	5	-1.6	-1	4.0
COc1ccc(C)cc1NC(=O)NCCCCc1ccccc1	-16	4	-2	-6	16	15	7	1	-0.4	1	0.2
COCCCNC(=O)CC1C[C@H](C(=O)N2CCOCC2)[C@@]2(C)c3[nH]c4ccc(OC)cc4c3CCN2C1=O (stereo partly drawn)	-10	5	-40	-8	-1	-1	0	8	-2.5	/	0.1
OC(COCc1cccs1)CN1CCCCCC1 (stereo not drawn)	-10	10	-15	20	12	0	-1	1	-0.9	1	0.2
c1ccc2c(c1)NCCS2	-40	-143	29	-11	-1	-34	10	6	2.3	-2	0.4
COc1ccc2c(c1)OC[C@H]1[C@H]2N2C(=O)CN(Cc3ccc(F)cc3)C(=O)[C@@]2(C)[C@H]1c1ccccc1	-14	8	11	19	1	1	-15	-7	-2.8	-2	0.7
COc1ccc(C(=O)N2CCN(c3ccc(C)cc3C)CC2)cc1OC	18	12	-15	21	1	11	-13	/	1.1	1	0.3
CCCCCc1ccc(OCCCC[n+]2ccc(C)cc2)c(CCCCC)c1	-15	11	68*	75*	84	100*	-67*	101*	-2.3	-3	0.1
COc1ccccc1N1CCN(C2CCCN(C(=O)c3ccoc3C)C2)CC1 (stereo not drawn)	-2	8	-8	-10	1	6	15	11	-0.5	3	-0.1
COc1ccc(OC(F)(F)F)cc1CC1(C)C(=O)Nc2cccc(Cl)c21 (stereo not drawn)	-1	0	22	-12	-5	11	10	/	0.3	/	0.4
COCC(=O)N1CCCC(C(=O)c2ccc(-c3ccccc3)cc2)C1 (stereo not drawn)	-22	-63	-10	-1	-5	-31	0	-24	-0.1	-2	0.1
CCCCN1CC(=O)N2[C@H](c3ccc(OC)cc3)[C@@H]3C(=O)N(CC)C(=O)[C@@H]3[C@]2(C)C1=O	-20	7	20	6	-4	-7	13	4	0.3	4	-0.1
COCCCN(C(=O)CCOc1ccc(C(C)(C)C)cc1)c1c(N)n(Cc2ccccc2)c(=O)[nH]c1=O	-6	-1	-2	-4	10	9	10	5	-0.5	0	0.1
Fc1ccc(CSc2nnc(-c3cccnc3)n2Cc2ccco2)cc1	10	14	7	10	2	10	-5	-5	1.8	0	0.0
Cc1ccc(CCNS(=O)(=O)c2ccc3c(c2)NC(=O)CCS3)cc1	8	3	-1	16	8	5	-1	-6	-0.4	1	-0.4
CCn1c(SCC(=O)Nc2nccs2)nnc1-c1ccc(S(=O)(=O)N2CCCCC2)cc1	17	4	13	1	25	16	-18	1	9.5	-1	0.3
C=CCN1C(=O)c2ccccc2Sc2ccc(C(=O)N3CCN(C)CC3)cc21	6	15	8	7	5	27	-8	-1	-0.6	-1	0.7
C[C@H]1CN([C@@H](C)CO)C(=O)c2cccc(NC(=O)C3CC3)c2O[C@H]1CN(C)Cc1ccc(-c2ccccc2)cc1	38	12	-7	-23	15	25	19	11	-3.3	/	-0.3
CCc1nc2ccc(C(=O)Nc3ccc(NC(C)=O)cc3)cc2nc1CC	-12	-1	-5	2	-26	-1	3	1	-2.1	-1	-0.1
O=C(Nc1ccc(N2CCOCC2)cc1)c1cccc(S(=O)(=O)N2CCCC2)c1	10	11	0	-18	14	17	-11	-2	24*	2	0.4
CN(C)c1ccc(N2CC(C)(C)C2=O)cc1	-27	-66	-14	-8	-11	-36	10	-3	1.4	-6	0.7
COc1cccc(N(C(=O)c2sc(C)nc2C)C(C(=O)NCC2CCCO2)c2ccccc2)c1 (stereo not drawn)	-7	8	14	-4	-8	1	11	-10	-0.2	3	0.0
(next part)
SMILES	NR2E3 ag-1	HIF-2a inh	TWEAK-Fn14 inh	CF NFkB block	Shn3 inh set2	Peg3 promoter	KKLEB cytotox	MITF TRPM1 inh	hiPSC survival	NR2E3 ag-2	aDG glyco up
Cc1cccc(NC(=O)CN(C)S(=O)(=O)c2cnc[nH]2)c1C	-10	5	-3	-8	6	-5	8	/	3.2	/	0.1
CNNC(=O)C(C)NC(=O)c1ccc(Br)cc1 (stereo not drawn)	-8	-8	3	1	-21	5	0	-1	-1.1	0	0.0
CCN1CCN(C2CCCCC2NS(=O)(=O)c2ccc(Cl)cc2)CC1 (stereo not drawn)	15	4	-2	-3	68	-12	20	-9	-0.4	-2	3.0
Cc1ccc(Cl)cc1NC(=O)Cn1cc(C(F)(F)F)cc(Cl)c1=O	9	16	-4	0	15	8	-9	5	-0.9	-2	0.1
COc1ccc(Nc2nc(C)nc3c2nnn3Cc2ccccc2Cl)c(OC)c1	-12	21	-29	24	9	20	-8	8	1.0	0	0.0
Cc1cccc(NC(=O)CCCC(=O)OC(C)C(=O)c2ccccc2)c1 (stereo not drawn)	-3	2	10	-1	6	8	5	6	-0.7	3	0.3
Cc1c(OC(C(=O)O)c2ccccc2)ccc2c1oc(=O)c1ccccc12 (stereo not drawn)	7	21	-10	1	-2	20	1	1	0.2	7	0.0
CC(C)Oc1cccc(NC(=O)c2cnccc2C(F)(F)F)c1	-1	12	-7	1	-25	15	-1	9	1.0	-1	0.0
Cc1ccc(NC(=O)c2ccc(-n3cccn3)c([N+](=O)[O-])c2)cc1	-10	-92	21	-11	8	-45	-4	-21	-1.7	-1	0.3
CC(C)(C)c1ccc(C(=O)NCC(=O)OCC(=O)N2CCN(S(=O)(=O)c3ccc(Cl)cc3)CC2)cc1	-33	-104	-14	3	-34	-107	-5	-30	-0.4	-6	-0.1
O=C1N=c2ccccc2=C1c1[nH]c(=S)[nH]c1O	-3	-21	-27	-2	1	3	-41	-1	-3.5	-10	0.0
NC(CCC(=O)O)C12CC3CC(CC(C3)C1)C2 (stereo not drawn)	-4	16	7	-2	16	3	9	4	3.5	1	-0.3
COc1ccccc1N(CC(O)Cn1ccnc1C)S(=O)(=O)c1ccccc1 (stereo not drawn)	8	4	-2	-6	-9	9	9	3	1.4	6	0.0
O=C(NCC1CCCO1)NC12CC3CC(CC(C3)C1)C2 (stereo not drawn)	-8	7	3	14	6	-7	10	14	0.3	3	-0.2
COc1cccc(CN2CCC2(C)C(=O)Nc2cccc(Oc3ccccc3)c2)c1F (stereo not drawn)	6	3	9	-4	7	52*	-3	/	-1.4	/	0.0
CCOC(=O)CSc1ccc2nnc(-c3cccnc3)n2n1	25	13	-2	1	-6	-8	3	2	0.3	1	0.0
CCn1cc(C2C3=C(CC(C)(C)CC3=O)N(c3ccccc3)C3=C2C(=O)CC(C)(C)C3)c(C)n1	7	4	19	12	-9	13	2	-4	-1.1	-1	1.7
Cc1cccc(N=N/C(=C\O)C(=O)c2ccc(Br)cc2)c1	-16	-34	-5	35	49	33	-12	17	0.0	2	0.3
Cc1csc(NC(=O)C(Cc2ccccc2)n2cccc2)n1 (stereo not drawn)	-16	-79	-16	-12	-24	-73	-4	-6	1.0	2	-0.3
Cc1cc(C)cc(N2CC(C)Cn3c2nc2c3c(=O)[nH]c(=O)n2C)c1 (stereo not drawn)	28	16	3	14	10	13	1	19	-0.2	-2	0.4
Cc1cc(C(=O)N2CCCC(N3CCN(c4cccc(Cl)c4)CC3)C2)n(C)n1 (stereo not drawn)	-19	11	-5	20	11	8	-5	-8	-0.4	/	0.0
CC(Sc1nnnn1-c1ccc(O)cc1)c1nc2ccccc2c(=O)[nH]1 (stereo not drawn)	2	13	18	21	-2	11	3	-6	1.8	2	-0.3
O=C(Cn1nnc(-c2ccccc2)n1)N/N=C/c1cc([N+](=O)[O-])ccc1O	-17	10	-1	17	-1	8	-29	19	5.3	1	0.0
COc1cccc(C(=O)Nc2cccc(C(=O)N3CCOCC3)c2)c1	9	-21	16	-8	-1	-16	2	1	0.5	2	-0.3
Cc1ccc(S(=O)(=O)N2CCCC2C(=O)Nc2ccc(O)cc2)cc1 (stereo not drawn)	-8	1	1	12	-3	-3	-7	2	-3.4	2	0.1
(further entries)
SMILES	NR2E3 ag-1	HIF-2a inh	TWEAK-Fn14 inh	CF NFkB block	Shn3 inh set2	Peg3 promoter	KKLEB cytotox	MITF TRPM1 inh	hiPSC survival	NR2E3 ag-2	aDG glyco up
COc1ccc(NC(=O)n2nc(OC(=O)c3cccs3)cc2N)cc1	-114	-172	-4	1	-23	-77	4	-25	2.8	4	0.0
COc1cccc(C(=O)Nc2cc(Cl)c(O)c(Cl)c2)c1	-46	-49	1	14	-20	-35	2	9	0.7	1	0.8
O=C(COC(=O)/C=C/c1cccc(F)c1)NCc1ccc2c(c1)OCO2	-21	0	6	9	-8	-9	12	/	0.4	/	-0.2
Cc1ccc(-n2ncc(C(=O)Nc3cc(Cl)cc(Cl)c3)c2C2CCNCC2)cc1C	-17	-15	-4	37	5	60*	-42	85*	-5.2	/	-0.9
COc1ccc(-n2nc(C(=O)NCC(=O)Nc3cc(OC)c(OC)c(OC)c3)c3ccccc3c2=O)cc1	-8	6	18	-21	13	48	-6	-3	0.1	2	-0.2
COc1ccc(CNC(=O)Cn2nc([N+](=O)[O-])c(Br)c2C)cc1OC	-14	16	7	-26	-8	-1	10	-5	0.9	-3	0.0
CCN(C(=S)NC(=O)CCc1ccccc1)c1ccccc1	9	11	-14	9	5	-1	1	6	0.0	0	-0.1
